# CFTR F508del cor – correctors of CFTR F508del function in bronchial epithelial cells | activity (quench increase), % at 7.58 µM | CFBE cells, YFP halide quenching; stimulated with forskolin plus potentiator P3; % fluorescence drop versus neutral controls | hit rate 0.36% among 350,000;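 active = mean added fluorescence quench of at least 8% versus neutral control, with both replicates also reaching 8%; inconclusive = only one of the mean or replicate conditions met; inactive = mean below 8% and not both replicates reaching 8%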;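 also: cells transiently co-express mutant CFTR-F508del with the halide-sensitive YFP; corrector assay measuring rescue of mutant channel to the surface after 24 h compound exposure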
# SIRT5 block – blocks human SIRT5 desuccinylation of peptide | AID 652115 | inhibition, % at 15 µM | Q9NXA8 | hit rate 1.1% among 330,000 | Purified SirT5, succinyl-peptide AMC, trypsin-coupled fluorescence; in the data active = inhibition above about 15%; inconclusive = no clear call, values can overlap the other calls
# Target sequence (Q9NXA8 whole entry, looked up): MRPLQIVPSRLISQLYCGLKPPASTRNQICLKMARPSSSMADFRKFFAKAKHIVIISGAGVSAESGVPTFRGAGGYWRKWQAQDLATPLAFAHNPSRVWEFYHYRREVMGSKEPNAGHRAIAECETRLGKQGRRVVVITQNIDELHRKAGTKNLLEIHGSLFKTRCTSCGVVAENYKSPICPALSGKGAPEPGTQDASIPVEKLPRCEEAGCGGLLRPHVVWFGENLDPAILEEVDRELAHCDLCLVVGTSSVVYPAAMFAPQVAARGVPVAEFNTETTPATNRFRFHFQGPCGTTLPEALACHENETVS
# miR122 inh – blocks miR-122 activity in Huh7 sensor cells | AID 602342 | activation (reporter increase), % at 12.5 µM | hit rate 0.3% among 340,000 | Huh7 miR-122 Renilla luciferase sensor, 48 h; neutral wells = 0, positive control = 100;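 active = mean replicate activation score at least 90 and every replicate individually at or above 90; inconclusive = only one of the two criteria met; inactive = neither criterion met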;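 also: higher luciferase means less miR-122 activity so hits act as miR-122 inhibitors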
# DENV2 CPE rescue – inhibitors of DENV2 cytopathic effect; hit rate 1.7% among 350,000; CPE inhibition, % at 9.99 µM; DENV2-infected cells, cytopathic effect rescue, plate reader; AID 651640; in the data active = CPE inhibition above about 20%, passing the limit was not always enough; inconclusive = no clear call, values can overlap the other calls; tested in BHK-21 cells;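 also: 0% = median of neutral control wells and 100% = median of positive control wells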
# ERp5 block – blocks human ERp5 reductase activity on insulin. Q15084. ERp5 insulin aggregation, absorbance 650 nm, 90 min. inhibition, % at 9.99 µM. hit rate 0.05% among 350,000. AID 651711;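 active = mean replicate inhibition above about 25%, with every replicate also reaching it, limit read from the data, passing the limit was not always enough; inconclusive = only one of those two criteria met; inactive = neither criterion met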
# Target sequence (Q15084 whole entry, looked up): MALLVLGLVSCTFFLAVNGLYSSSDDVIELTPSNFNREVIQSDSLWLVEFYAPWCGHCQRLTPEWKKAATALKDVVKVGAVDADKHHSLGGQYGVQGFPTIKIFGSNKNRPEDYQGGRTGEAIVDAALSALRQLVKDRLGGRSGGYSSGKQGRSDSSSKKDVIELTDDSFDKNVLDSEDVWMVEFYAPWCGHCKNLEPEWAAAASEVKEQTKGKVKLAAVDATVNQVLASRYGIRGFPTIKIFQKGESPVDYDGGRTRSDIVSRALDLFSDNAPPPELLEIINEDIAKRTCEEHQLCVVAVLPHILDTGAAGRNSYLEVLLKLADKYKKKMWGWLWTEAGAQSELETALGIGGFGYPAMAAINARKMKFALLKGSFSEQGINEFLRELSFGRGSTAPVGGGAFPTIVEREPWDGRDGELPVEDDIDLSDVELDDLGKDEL
# ERAP1 inh – ERAP1 (human) enzyme inhibition; recombinant ERAP1, Leu-AMC fluorescence, 60 min; inhibition, % at 10.7 µM; hit rate 0.15% among 340,000; AID 652197;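 active = mean replicate inhibition of at least 30%, or all replicates individually reaching that 30% level; inactive = mean below 30% and not every replicate reaching it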;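 also: 0% = neutral control wells and 100% = L-leucinethiol positive control wells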
# CASP6 VEID inh – inhibitors of human caspase-6. P55212. purified caspase-6, Z-VEID-R110 cleavage fluorescence. inhibition, % at 12.5 µM. hit rate 0.53% among 350,000;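 active = mean inhibition across replicates at least about 35%, with every replicate also reaching that limit, limit read from the data; inconclusive = only one of the two criteria met; inactive = neither criterion met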;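 also: 0% = median of neutral control wells and 100% = no fluorescence left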
# Target sequence (P55212 24-179 limits assumed): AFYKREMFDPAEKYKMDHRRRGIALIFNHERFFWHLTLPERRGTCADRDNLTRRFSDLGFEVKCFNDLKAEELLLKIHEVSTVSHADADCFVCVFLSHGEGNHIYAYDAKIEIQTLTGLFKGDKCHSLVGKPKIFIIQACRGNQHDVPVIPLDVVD
# Target sequence (P55212 194-293 limits assumed): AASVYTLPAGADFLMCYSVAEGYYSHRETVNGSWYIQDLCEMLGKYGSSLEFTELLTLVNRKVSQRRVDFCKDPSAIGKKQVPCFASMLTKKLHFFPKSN
# Starred values were filed as active, the others as inactive; ? = inconclusive; / = no result given; & = joins results of further samples; [ ] = remark or other dose.
miR122 inh,SIRT5 block,CFTR F508del cor,ERAP1 inh,DENV2 CPE rescue,CASP6 VEID inh,ERp5 block,mol
-3,-5,-0.4,-3,-1,1,2,Cc1ccccc1C(=O)N1N=C(c2cccc(NS(C)(=O)=O)c2)CC1c1cccs1 (configuration not stated)
6,/,-2.5,-4,3,-102,-5,CC[C@H](C)[C@@H](CN[C@H](CCCCNC)CNC)NCC1CCCC1
/,4,-1.5,3,1,1,-8,COc1cc(/C=N\NC(=O)c2cccc(Cl)c2)ccc1Oc1ccc([N+](=O)[O-])cn1
/,0,0.4,-3,/,2,-1,Cc1ccsc1C(=O)Nc1ccc(O)c(-c2nc3ccccc3s2)c1
3,/,-2.2,0,-12,1,-2,CCN1C(=O)[C@H]2[C@@H](c3ccc(C)cc3)N3C(=O)N(c4cccc(Br)c4)C(=O)[C@@]3(CC)[C@H]2C1=O
-7,1&-2,4.6&4.9,1,0&14,-1&1,8,C[C@@H]1CN([C@@H](C)CO)C(=O)c2c(c3ccccc3n2C)-c2ccccc2CO[C@H]1CN(C)C(=O)[C@H](Cc1ccccc1)N(C)C
16,3,3.3,-2,7,-1,-1,O=C(CNC(=O)c1cccnc1)N/N=C/c1ccc(O)cc1O
/,7,1.7,-10,-3,-3,-1,CC1(C)OC(=O)C2=C(C[C@@H](CCc3ccccc3)O[C@H]2CCc2cccc(Cl)c2)O1
0,0,1.2,-5,4,-1,0,O=C(CCCN1C(=O)[C@H]2CC=CC[C@H]2C1=O)NCc1nc(-c2ccc(Cl)cc2)no1
-1,0,-0.2,-1,-2,0,-6,O=C(N/N=C/c1cccc(O)c1)N/N=C/c1cccc(O)c1
/,1,-0.2,6,-3,2,-1,O=C(CSc1ccc(-c2cccs2)nn1)Nc1ccccc1F
/,-2,0.4,/,3,0,-2,C[C@@H]1COc2cc(N(C)CCO)ccc2S(=O)(=O)N1
-6,0,3.8,-2,/,/,8,O=C(NCCc1ccccc1)C1CCN(C2CCN(C(=O)CC3=CCCCC3)CC2)CC1
4,-6,1.4,2,?,2,3,COCCNC(=S)N(CCN(C)C)Cc1cc2cc3c(cc2[nH]c1=O)OCO3
42[16.7 µM],2,3.8,1,8,-2,-2,C[C@@H]1CN([C@@H](C)CO)C(=O)c2cc(NS(=O)(=O)c3ccc(F)cc3)ccc2O[C@@H]1CN(C)S(=O)(=O)c1ccc(F)cc1

# Remaining list, next part:
miR122 inh,SIRT5 block,CFTR F508del cor,ERAP1 inh,DENV2 CPE rescue,CASP6 VEID inh,ERp5 block,mol
-7,-2,-1.4,0,1,0,6,COc1ccccc1C(=O)Nc1ccc(S(=O)(=O)N2CCCCC2)cc1
/,-3,3.1,8,-13,-20,3,CC[n+]1ccc(/C=C/c2c[nH]c3ccccc23)cc1
18,0,0.2,/,17,-1,4,CC(C)C[C@H]1CNC(=O)C(=O)N1C[C@H]1CCCN1C[C@H](CC(C)C)N1C[C@H](Cc2ccccc2)N(CCc2ccccc2)C(=O)C1=O
-4,-5,-2.5,0,1,/,1,CSc1ccccc1NC(=O)CN1CCN(c2ccccn2)CC1
-5,-6,-2.2,1,-4,0,1,NC(=O)CC(NC(=O)Cc1cccc2ccccc12)c1ccc(N2CCCCCC2)c([N+](=O)[O-])c1 (configuration not stated)
-7&-6,/,0.5,-3,28*,0,3,CC1=CC(C)(C)Nc2ccccc21
-3,-2,3.3,-1,0,6,1,COc1ccc(C(=O)NCc2nnc(SCC(=O)c3ccccc3)o2)cc1
-1,1,0.6,-6,-4,2,0,CCC(C(=O)OCC(=O)Nc1cccc(OC)c1)c1ccccc1 (configuration not stated)
-1,1,3.0,1,-4,2,0,CC1(C(=O)Nc2cnc3ccccc3c2)CCN1C(=O)C/C=C/c1ccccc1 (configuration not stated)
7[16.7 µM],19*,-0.9,0,-6,0,-9,Cc1ccccc1S(=O)(=O)N1CCCCN2[C@H](CO)[C@@H](c3ccc(-c4ccccc4)cc3)[C@@H]2C1
/,-65,6.1,-5,/,2,2,COc1ccc(C2CC(c3ccccc3)=NN2c2ccc(S(N)(=O)=O)cc2)cc1OC (configuration not stated)
/,-1,/,-1,17,11,-5,COc1ccc(NC2=CC(=O)N(C)C2=O)cc1
/,-2,-3.8,-5,-4,-2,5,O=C(CN1C(=O)c2ccccc2C1=O)OCCOCCN=C1NS(=O)(=O)c2ccccc21
3,-1,-2.8,3,4,2,-1,O=C(COC(=O)c1ccc2ccccc2n1)c1ccccc1
/,-2,0.8,2,4,1,7,CC(C)CN1CC(C)C(=O)N(c2ccccc2)C1=S (configuration not stated)

# Quoted from the listing.
# In CASP6 VEID inh, COc1ccc(C2CC(c3ccccc3)=NN2c2ccc(S(N)(=O)=O)cc2)cc1OC (configuration not stated) has 2
# In miR122 inh, COc1ccc(C(=O)NCc2nnc(SCC(=O)c3ccccc3)o2)cc1 has -3

# Continuation:
miR122 inh,SIRT5 block,CFTR F508del cor,ERAP1 inh,DENV2 CPE rescue,CASP6 VEID inh,ERp5 block,mol
/,-3,-0.1,3,-6,-1,1,CCOc1ccc(NC(=O)CN(C)C(=O)CCCc2c[nH]c3ccccc23)cc1OCC
/,2,-1.9,3,-1,1,11,CC(C)CCNC(=O)COc1cccc2c1OC(C)(C)C2
-3,3,0.3,1,12,-1,-5,O=C(Cn1c(=O)n(-c2ccccc2)c(=O)c2sccc21)NCc1ccccc1
-1,0,-1.5,1,-8,-1,1,Cc1cc2c(=O)n(C)c(SCC(=O)Nc3cccc(O)c3)nc2s1
-2,-1,-1.9,-2,9,1,-11,O=C(/C=C/c1ccc2c(c1)OCO2)NCCS(=O)(=O)N1CCN(c2ccccc2)CC1
3[16.7 µM],-2,-2.6,-3,11,-2,-5,C[C@@H]1CN([C@H](C)CO)C(=O)c2cc(NS(C)(=O)=O)ccc2O[C@@H](C)CCCCO[C@@H]1CN(C)C(=O)c1ccccc1
/,-5,-1.4,6,0,1,0,CCc1ccc(OCC(=O)OCC(=O)c2c(N)n(C)c(=O)n(C)c2=O)cc1
61,-3,0.1,1,-2,0,3,O=S(=O)(c1cccc2nonc12)N1CCCCC1
/,2,0.9,2,-4,-7,2,Fc1ccccc1CN1[C@@H]2CNC[C@H]1C2c1ccc(-c2ccccc2)cc1 (some centres not stated)
-9[16.7 µM],-2,-1.8,-2,-3,2,1,COc1ccc(S(=O)(=O)N2CCCCN3[C@@H](CO)[C@@H](c4ccc(-c5cccnc5)cc4)[C@@H]3C2)cc1
1,-2,-2.2,3,1,1,-3,CCCN(C(=O)CSc1nnc(N)s1)c1c(N)n(Cc2ccccc2)c(=O)[nH]c1=O
-10,-2,2.9,2,6,-3,3,Cc1ccc(S(=O)(=O)Nc2c(C)cc(C)nc2Cl)cc1
32,-5,-1.3,-1,1,1,5,C=CCNC(=O)COc1ccc(S(=O)(=O)NC2CCCCC2)cc1
/,5,-1.7,-3,0,7,0,O=[N+]([O-])/C(C(=C(Cl)Cl)N1CCOCC1)=C1\NCCO1
4,/,2.1,-1,/,-3,4,O=C(NCc1ccccn1)c1c(-c2ccccc2)sc2ccccc12

# Record cards (already shown). Order of values: miR122 inh	SIRT5 block	CFTR F508del cor	ERAP1 inh	DENV2 CPE rescue	CASP6 VEID inh	ERp5 block
# Record of `Cc1ccc(S(=O)(=O)Nc2c(C)cc(C)nc2Cl)cc1` : -10	-2	2.9	2	6	-3	3
# Record of `O=S(=O)(c1cccc2nonc12)N1CCCCC1` : 61	-3	0.1	1	-2	0	3
# Record of `C=CCNC(=O)COc1ccc(S(=O)(=O)NC2CCCCC2)cc1` : 32	-5	-1.3	-1	1	1	5
# Record of `O=C(NCc1ccccn1)c1c(-c2ccccc2)sc2ccccc12` : 4	/	2.1	-1	/	-3	4
# Record of `C[C@@H]1CN([C@H](C)CO)C(=O)c2cc(NS(C)(=O)=O)ccc2O[C@@H](C)CCCCO[C@@H]1CN(C)C(=O)c1ccccc1` : 3[16.7 µM]	-2	-2.6	-3	11	-2	-5

# Other records
miR122 inh,SIRT5 block,CFTR F508del cor,ERAP1 inh,DENV2 CPE rescue,CASP6 VEID inh,ERp5 block,mol
/,-6,3.3,-3,-11,-3,-2,Cc1cccc(N2CCN(C(=O)Cc3ccccc3[N+](=O)[O-])CC2)c1C
0,-8,-0.2,4,8,-4,0,Cc1ccc(S(=O)(=O)NN2C(=O)c3ccccc3NC2c2ccccc2F)cc1 (configuration not stated)
2,0,1.5,-4,2,0,0,CN(c1ccccc1)S(=O)(=O)c1ccc(C(=O)NCc2cccnc2)cc1
-8,-1,0.2,-1,10,-1,-1,C=CCn1c(C)cc(C(=O)CSc2nnc(C3CC3)n2C2CC2)c1C
-1[16.7 µM],1,-3.1,0,13,1,2,C[C@@H]1CCCCO[C@@H](CN(C)S(=O)(=O)c2ccccc2)[C@H](C)CN([C@@H](C)CO)C(=O)c2cc(NC(=O)Nc3ccc4c(c3)OCO4)ccc2O1
/,-5,/,-1,-2,3,3,O=C(CN1CCN(Cc2ccc(Cl)cc2)CC1)N/N=C/C=C/c1ccccc1[N+](=O)[O-]
11,-7,-5.4,-4,16,1,-1,Cc1ccc(NC(=O)C(C)N2C(=O)c3ccccc3C2=O)c(C)c1 (configuration not stated)
/,1,-4.2,1,-2,1,4,COc1ccc(NC(=O)Cn2nnc(C(=O)NCc3ccco3)c2N)cc1
-4,/,-0.4,/,-2,7,10,COc1ccc2nc(-c3ccccc3)[nH]c(=O)c2c1
/,13,0.9,1,6,0,-5,C[C@@H]1CN([C@@H](C)CO)C(=O)c2ccccc2-c2ccccc2CO[C@@H]1CN(C)C(=O)Nc1cccc(F)c1
/,112*,0.1,2,-6,2,3,COc1cccc(C2CC(c3ccc(Br)cc3)=NN2C(=O)c2ccncc2)c1OC (configuration not stated)
/,1,2.8,4,-2,-2,1,COc1cc(NC(c2ccccc2)c2ccccc2)cc(OC)c1OC
-2,0,-2.3,-3,3,1,13,CCCN(CC(=O)Nc1ccccc1C)C(=O)c1ccc(NC2CC2)c([N+](=O)[O-])c1
/,-1,2.7,4,-4,-1,-3,O=C(NCC[C@@H]1CC[C@@H](NS(=O)(=O)c2cccc(F)c2)[C@@H](CO)O1)C1CCC1
8,-3,-1.0,-5,-2,3,-1,CSc1ccc(S(=O)(=O)N2CCC(C(=O)Nc3ccc(NC(C)=O)cc3)CC2)cc1

# Records listed so far shown as hits in DENV2 CPE rescue.
miR122 inh,SIRT5 block,CFTR F508del cor,ERAP1 inh,DENV2 CPE rescue,CASP6 VEID inh,ERp5 block,mol
-7&-6,/,0.5,-3,28*,0,3,CC1=CC(C)(C)Nc2ccccc21

# (continued)
miR122 inh,SIRT5 block,CFTR F508del cor,ERAP1 inh,DENV2 CPE rescue,CASP6 VEID inh,ERp5 block,mol
/,7,-2.7,-1,1,1,-3,CC(C)(C)NC(=O)NC(=O)CN1CCN(c2cccc(Cl)c2)CC1
/,5,0.3,-3,-1,4,-4,CC(C)[C@H](NC(=O)c1nn(Cc2ccccc2)c(=O)c2ccccc12)C(=O)O
/,0,-5.0,5,4,2,2,COc1ccc(C(=O)/C=C/C(=O)N(CC(=O)NC2CCCCC2)CC2CCCO2)c(O)c1 (configuration not stated)
-2,-4,0.3,-4,-7,2,0,CC1CC(C)CN(C(=O)Cn2c(=O)n(CCCC(=O)NCc3ccco3)c(=O)c3sccc32)C1 (configuration not stated)
1,2,-0.1,1,1,0,7,COc1cccc(COC(=O)Nc2ccccc2F)c1
/,-4,/,-5,-4,5,7,O=c1[nH]c(-c2ccco2)nc2sc3c(c12)CCCC3
1,-33,-0.9,2,-2,2,-3,CCN(CC)Cc1c(O)ccc2c(=O)c(Oc3ccccc3OC)c(C)oc12
/,6,-1.9,-2,-4,1,-1,CCOC(=O)CN/C=C(\C#N)c1ccccc1
-4[16.7 µM],-37,-2.6,0,0,-2,6,O=C(NCCc1ccncc1)[C@@H]1[C@@H](CO)[C@@H]2Cn3c(ccc(-c4ccccc4)c3=O)[C@H]1N2

# Bioassay records deposited in PubChem BioAssay by Broad Institute.
